# Screening results (PubChem BioAssay)
# Pf growth 96h = Primary qHTS for delayed death inhibitors of the malarial parasite plastid, 96 hour incubation. P. falciparum luciferase reporter growth, 96 h. Potency, µM (highest dose often 28.7 µM), without a hit: at the top dose activity change, negative = inhibition, usual class: inhibitors. actives 6.9% (n = 320,000)
#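 Two parasite generations (96 h, 37 C, 5% CO2) of compound exposure in infected erythrocytes (0.05% parasitemia, 2% hematocrit). Luciferase-reporter P. falciparum; decreased luminescence indicates inhibited growth, aimed at apicoplast-acting delayed death.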
# HCV inh = qHTS Assay for Inhibitors of Hepatitis C Virus (HCV); Huh7.5.1 HCVcc-Cre infection, luciferase reporter, 44 h; Potency, µM (top dose mostly 41.8 µM), for the others: at the highest dose activity change, negative = inhibition, most hits filed as inhibitors; actives 3.4% (n = 340,000); AID 651820, 2012
#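 Infectious HCV cell culture screen: compound-treated cells (1,000/well, pre-plated 4 h) are infected with HCVcc-Cre at roughly 0.5 moi and grown 44 h. Infection is quantified by luciferase signal after 15 min substrate incubation at room temperature.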
# LmPK inhibitor = qHTS Assay for Inhibitors of Leishmania Mexicana Pyruvate Kinase (LmPK); actives 0.37% (n = 290,000); Q27686; AID 1721, 2009; Potency, µM (doses to about 57.5 µM), inactives show at the highest dose activity change, negative = inhibition, most hits filed as inhibitors; purified LmPK, Kinase-Glo ATP luminescence, 1 h
# Target sequence (Q27686 whole entry, looked up): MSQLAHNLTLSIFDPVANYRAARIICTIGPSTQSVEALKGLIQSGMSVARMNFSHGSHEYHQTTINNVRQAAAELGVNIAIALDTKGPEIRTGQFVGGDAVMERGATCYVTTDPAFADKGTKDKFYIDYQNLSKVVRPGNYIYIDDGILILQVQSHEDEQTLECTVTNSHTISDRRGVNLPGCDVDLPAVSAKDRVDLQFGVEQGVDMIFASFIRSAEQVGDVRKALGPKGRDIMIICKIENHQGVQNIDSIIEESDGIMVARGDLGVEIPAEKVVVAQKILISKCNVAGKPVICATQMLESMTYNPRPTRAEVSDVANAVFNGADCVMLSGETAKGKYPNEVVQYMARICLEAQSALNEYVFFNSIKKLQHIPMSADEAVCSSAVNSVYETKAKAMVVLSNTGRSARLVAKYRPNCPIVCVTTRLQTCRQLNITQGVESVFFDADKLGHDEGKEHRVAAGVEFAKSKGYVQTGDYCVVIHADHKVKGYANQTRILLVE
#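 Purified LmPK (0.1 nM) with 0.5 mM PEP and 0.1 mM ADP in imidazole buffer pH 7.2 with MgCl2/KCl, 1 h at room temperature. ATP formed was read by luciferase luminescence and normalized to no-enzyme and uninhibited controls.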
# Sm TGR block = qHTS Assay for the Inhibitors of Schistosoma Mansoni Peroxiredoxins | purified TGR, DTNB reduction, TNB absorbance 405 nm | Potency, µM (doses to about 114 µM), for inactives: at the top dose activity change, negative = inhibition, hits mostly inhibitors | actives 3% (n = 360,000) | Schistosoma mansoni thioredoxin glutathione reductase (TGR), Q962Y6; further: nearly all actives have a fitted effect of over 60% in size
#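 First, TGR (20 nM dispensed) and NADPH were mixed with compound. Second, a 15 min room-temperature incubation followed. Third, further NADPH and then DTNB were added to start the reaction. Finally, TNB absorbance was monitored kinetically.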
# Tb PYK inh = qHTS of Trypanosoma Brucei Inhibitors; pyruvate kinase (Trypanosoma brucei), Q57TT1; TbPYK enzyme, Kinase-Glo Plus ATP luminescence, 45 min; Potency, µM (doses to about 76.8 µM), for inactives: at the top dose activity, negative = inhibition, hits mostly inhibitors; actives 0.12% (n = 410,000); further: nearly all actives have a fitted effect of over 50% in size
#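 T. brucei PYK with substrate was exposed to pin-transferred compounds across a concentration series, then started with 130 uM ADP (final). After 45 min at room temperature, Kinase-Glo Plus luminescence was read, normalized and curve-fitted.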
# Pf growth 48h = Primary qHTS for delayed death inhibitors of the malarial parasite plastid, 48 hour incubation; actives 5.9% (n = 310,000); P. falciparum luciferase growth in erythrocytes, 48 h; Potency, µM (top dose mostly 28.7 µM), for the others: top-dose activity change, negative = inhibition, usual class: inhibitors
#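 First compound was added to culture medium, then infected red cells at 0.1% parasitemia and 2% hematocrit (final). After incubation at 37 C under 5% CO2, luciferase detection reagent was dispensed and light output recorded.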
# * = called active by the depositor; ? = inconclusive; nt = no result given; & = joins results of further samples; [ ] = remark or other dose. The call rests on the fitted dose curve; in most records, active means well fitted curve in the direction sought with a large enough effect; inconclusive means small, poorly fitted or top-dose-only effect, or another doubt; inactive means no such curve, though single readings can be large; an effect the other way counts as inactive or inconclusive. On the % scale 0 is the no-effect control and ±100 the full control effect; potency means the concentration at half of the fitted maximal effect.
No.	SMILES	Pf growth 96h	HCV inh	LmPK inhibitor
1	O=C(CN1C(=O)C2CC=CCC2C1=O)Nc1ccc(S(=O)(=O)N2CCOCC2)cc1 (configuration not stated)	15%	8%	-7%
2	CC(=O)Nc1ccc(NC(=O)CN(c2ccccc2Cl)S(C)(=O)=O)cc1	?	3%	5%
3	CCCn1c(SCC(=O)Nc2sc(C)c(C)c2C#N)nnc1C(C)C	6%	-12%	-5%
4	COc1cc(OC)cc(C(=O)NCC(=O)NC(C)c2ccccc2)c1 (configuration not stated)	-3%	-8%	-7%
5	O=C(NCC(=O)N1CCCC1)c1ccc(Br)o1	-5%	-11%	0%
6	O=C1CCCC(c2ccccc2)N1 (configuration not stated)	6%	12%	4%
7	CC(C)C(=O)N(Cc1ccc(F)cc1)Cc1nc2ccccc2c(=O)[nH]1	1%	7%	15%
8	O=C(COC(=O)Cc1ccccc1)Nc1ccc(F)cc1	18%	6%	6%
9	COc1ccc(-c2ccc(-c3nc4ccc(C)cn4c3NC3CCCCC3)cc2OC)cc1	12µM*	?	nt
10	COc1ccc(NC(=O)c2ccccc2C(=O)N2CCCCC2)cc1	237%[activator]	12%	1%
11	C/C(CC(=O)Nc1ccc(Cl)c(C(F)(F)F)c1)=N\NC(=O)c1ccccc1O	?	-2%	5%
12	COc1ccc(C(=O)Nc2sc3c(c2C#N)CCN(C(C)=O)C3)cc1	-20%	-24%	-1%[11.5 µM]

No.	Sm TGR block	Tb PYK inh	Pf growth 48h
1	-1%	-7%	?
2	-1%	2%	-15%
3	-6%	3%	?
4	16%	-7%	-6%
5	5%	-5%	37%[activator]
6	-14%	-4%	8%
7	72%[activator]	4%	-13%
8	-2%	-3%	-8%
9	1%	-9%&-8%	12µM*
10	nt	0%	9%
11	1%	-8%	?
12	13%	-11%	?

# Going on with the list.
No.	SMILES	Pf growth 96h	HCV inh	LmPK inhibitor
13	COc1ccc(S(=O)(=O)N(CC(=O)N2CCOCC2)Cc2ccccc2)cc1C	?	-4%	4%
14	Nc1cc(N)nc(SCc2cc(=O)oc3cc4c(cc23)CCC4)n1	nt	?	-2%
15	CCNS(=O)(=O)c1ccc(CCC(=O)N2CCOCC2)cc1	?	9%	0%
16	COc1cc(/C=N/Nc2nc3ccccc3[nH]2)cc(Br)c1OCC(=O)N(C)C	0.47µM*	-15%	8%
17	Cc1cc(=O)[nH]c2c1c(=O)[nH]n2C1CC(C)N(C)CC1C (configuration not stated)	-29%	17%	1%
18	Cc1cc(C)n2c(Nc3ccc4c(c3)OCCO4)c(-c3ccccc3)nc2n1	?	-15%	0%
19	Cc1ccc(-n2c(C)cc(C=C(C#N)C#N)c2C)cc1	?	4%	3%
20	CCOc1ccc(N(CC(=O)N/N=C/c2cc(Br)c(C)o2)S(C)(=O)=O)cc1	6%	14%	-1%
21	CCC1(c2ccc(Cl)cc2)NC(=O)N(CC(=O)NC2CCCC(C)C2C)C1=O (configuration not stated)	-26%	-7%	nt
22	O=C(NCCNS(=O)(=O)c1cccc(C(F)(F)F)c1)c1cc(OCC(F)(F)F)ccc1OCC(F)(F)F	?	-13%	-3%
23	CCN(CC)CCNC(=O)Cc1c(C(=O)O)n(CC)c2ccccc12	2%	12%	3%
24	O=C(c1ccc2ccccc2c1)N1CCN(c2ccc([N+](=O)[O-])c(N3CCOCC3)c2)CC1	8.3µM*	?	-2%

No.	Sm TGR block	Tb PYK inh	Pf growth 48h
13	-8%	-11%	nt
14	-17%	0%	-16%
15	3%	6%	6%
16	2%	1%	0.47µM*
17	5%	5%	?
18	-3%&0%	-3%&1%	nt
19	-36%	3%	?
20	-4%	-2%	?
21	-3%	-4%	?
22	-20%	1%	?
23	4%	-6%	17%
24	-7%	8%	7.4µM*

# More records follow:
No.	SMILES	Pf growth 96h	HCV inh	LmPK inhibitor
25	Cc1ccc(S(=O)(=O)NCC(=O)OCc2ccccc2)cc1	21%	4%	-2%
26	COc1cc(-c2csc(NC3CCCCC3)n2)cc(OC)c1OC	?	?	0%
27	CCn1c(=O)c2cc(C(=O)N3CCN(C)CC3)sc2c2ccccc21	-13%	?	-1%
28	Cc1ccc(S(=O)(=O)N2CCOCC2)cc1NC(=O)CSc1nc(N)cc(=O)[nH]1	-9%	12%	4%
29	COc1cc(/C=C2/SC(=S)N(CC3CCCO3)C2=O)ccc1O (configuration not stated)	?	9%	-10%
30	CC(=O)c1c(C)[nH]c(C(=O)NCc2ccccc2)c1C	?	-29%	6%
31	C=CCNC(=O)C(C#N)c1nc2ccccc2nc1N1CCCCCC1 (configuration not stated)	-33%	-19%	2%
32	CC(C)Cc1nc2oc3c(N4CCN(C)CC4)ncnc3c2c2c1CCCC2	-6%	nt	-3%
33	O=c1c2ccccc2nc(-c2ccco2)n1-c1ccc(Br)cn1	15%	7%	-1%
34	CC(C)C(=O)Nc1c(-c2ccccc2Cl)c(=O)c2ccccc2n1C	-2%	10%	2%
35	O=C(Oc1cccnc1)c1ccc(Cl)cc1	5%	4%	0%
36	Cc1nc2ccc(NC(=O)c3ccc(Cl)nc3)cc2s1	?	?	-1%

No.	Sm TGR block	Tb PYK inh	Pf growth 48h
25	2%	0%	-6%
26	-12%	-9%	12µM*
27	5%	-2%	-1%
28	4%	-2%	-8%
29	-20%	2%	2%
30	6%	4%	45%[activator]
31	?	4%	?
32	7%	nt	0%
33	-1%[11.4 µM]	-1%	nt
34	-9%	9%	13%
35	-23%	nt	8%
36	3%	0%	-16%

# Of the compounds above, two have a CF3 group.
No.	SMILES	Pf growth 96h	HCV inh	LmPK inhibitor
11	C/C(CC(=O)Nc1ccc(Cl)c(C(F)(F)F)c1)=N\NC(=O)c1ccccc1O	?	-2%	5%
22	O=C(NCCNS(=O)(=O)c1cccc(C(F)(F)F)c1)c1cc(OCC(F)(F)F)ccc1OCC(F)(F)F	?	-13%	-3%

No.	Sm TGR block	Tb PYK inh	Pf growth 48h
11	1%	-8%	?
22	-20%	1%	?

# Carrying on.
No.	SMILES	Pf growth 96h	HCV inh	LmPK inhibitor
37	COc1ccccc1CN1CCNC(=O)C1CC(=O)NC1CCCCCC1 (configuration not stated)	-16%	29%	2%
38	CCOCC(=O)Nc1nc(-c2ccccc2)c(CC)s1	nt	?	5%
39	Cc1ccc(S(=O)(=O)N2CCCCC2)cc1NC(=O)CSc1nnc(N)s1	-13%	?	2%
40	O=C1/C(=C/c2ccccc2)SC(=S)N1C1CCS(=O)(=O)C1 (configuration not stated)	-12%	9%	2%
41	COc1ccc(O[C@H]2C=C[C@@H](c3ccccc3)O[C@@H]2CO/N=C(\C)CCN2CCc3nc(-c4ccccc4)c(-c4ccccc4)cc3C2)cc1	?	-2%[8.37 µM]	5%
42	FC(F)(F)c1nnc2sc(-c3cccs3)nn12	22%	1%	1%
43	O=C(NNC(=O)c1sccc1-n1cccc1)Nc1ccc(F)cc1	11%	5%	-1%
44	FC(F)(F)c1ccc(Cl)c(-n2c(-c3cc(-c4ccco4)[nH]n3)n[nH]c2=S)c1	?	14%	-4%
45	COc1ccc(Nc2ncnc3c2oc2ccccc23)cc1	-1%	5%	-3%
46	CC(/C=N/Nc1nc(C)cc(=O)[nH]1)=C\c1ccccc1	31%[activator]	3%	-2%
47	NC(=S)N/N=C/c1ccccc1OCCSc1ccc(Cl)cc1	?	?	4%
48	CCOC(=O)C1CCN(C(=O)CSc2n[nH]c(=O)[nH]c2=O)CC1	4%	7%	2%

No.	Sm TGR block	Tb PYK inh	Pf growth 48h
37	?	-8%	?
38	-15%	-11%	12%
39	12%	1%	0%
40	-13%	1%	?
41	-13%	nt	10µM*
42	6%	-2%	8%
43	-32%	-4%	?
44	-34%	?	-12%
45	2%	-15%	91%[activator]
46	-5%	-1%	-8%
47	6%	-7%	?
48	-4%	-8%	15%

# Single records, as listed above.
# Entry for COc1ccc(C(=O)Nc2sc3c(c2C#N)CCN(C(C)=O)C3)cc1 = Pf growth 96h: -20%; HCV inh: -24%; LmPK inhibitor: -1%[11.5 µM]; Sm TGR block: 13%; Tb PYK inh: -11%; Pf growth 48h: ?
# Entry for O=C(Oc1cccnc1)c1ccc(Cl)cc1 = Pf growth 96h: 5%; HCV inh: 4%; LmPK inhibitor: 0%; Sm TGR block: -23%; Tb PYK inh: nt; Pf growth 48h: 8%

# Further compounds.
No.	SMILES	Pf growth 96h	HCV inh	LmPK inhibitor
49	O=C(CSc1nnnn1-c1ccccc1F)NNC(=O)c1ccco1	18%	-2%	-4%
50	C[C@H](NC(N)=O)C(=O)Nc1ccc2c(c1)OCO2	95%[activator]	5%	1%
51	CCn1c(=N)c(S(=O)(=O)c2ccc(Cl)cc2)cc2c(=O)n3ccccc3nc21	36%[activator]	nt	-2%
52	COc1ccc(OC)c(C2C(C(=O)c3ccco3)=C(O)C(=O)N2CC2CCCO2)c1 (configuration not stated)	?	18%	-11%
53	COc1ccc(C)cc1NC(=O)CN(C)S(=O)(=O)c1ccc2c(c1)n(C)c(=O)c(=O)n2C	?	14%	2%
54	Cc1cccc2cc(CN(Cc3ccco3)C(=O)NC3CCCCC3)c(=O)[nH]c12	?	-9%	0%
55	c1ccc(C2[C@H]3CN(Cc4cccnc4)[C@H](c4ccccc4)C34CC2(c2cccnc2)C4)cc1 (some centres not stated)	2.9µM*	48%[activator][8.37 µM]	-2%
56	CC1CC(N(C(=O)C2CC2)c2ccccc2)c2ccccc2N1C(=O)C1CC1 (configuration not stated)	54%[activator]	-24%	5%
57	Cc1ccc(C(=O)Nc2nccc(C)n2)cc1	85%[activator]	1%	-5%
58	CCn1c(=O)c(C(=O)Nc2ccc(C)cc2C)c(O)c2ccccc21	0%	10µM*	5%
59	CCOC(=O)N1CCN(C(=S)NC(=O)c2ccc(F)c(F)c2)CC1	21%	26%	-13%
60	COc1ccc(-c2cn(-c3ccccc3)c3[n+]2CCS3)cc1	0.1µM*	?	2%&-3%

No.	Sm TGR block	Tb PYK inh	Pf growth 48h
49	0%	1%	33%[activator]
50	-11%	-1%	55%[activator]
51	7%[57.1 µM]	nt	12%
52	0%	0%	6%
53	0%	-3%	?
54	-15%	3%	?
55	-20%	-9%	2.3µM*
56	-23%	nt	?
57	-16%	2%	84%[activator]
58	?	-1%	2%
59	-29%	-5%	-5%
60	-1%&-10%	-5%&2%	0.93µM*

# The results go on:
No.	SMILES	Pf growth 96h	HCV inh	LmPK inhibitor
61	COc1cc(OC)cc(-n2nnnc2SCC(=O)NCc2ccc3c(c2)OCO3)c1	?	?	1%
62	Cc1ccccc1NC(=S)NCCO	22%	16%	-2%
63	Cc1ccc(S(=O)(=O)Nc2ccc(NC(=O)CN3CCCCC3)c(Cl)c2)cc1	nt	-9%	2%
64	CCn1c(SCC(=O)N2CCOCC2)nc2sc3c(c2c1=O)CCCC3	33%[activator]	17%	0%
65	NS(=O)(=O)c1ccc(CNC(=O)c2cc(-c3cccnc3)nc3ccc(Cl)cc23)cc1	-27%	?	-9%
66	O=C(N/N=C/c1cn(-c2ccccc2)nc1-c1cccnc1)c1cccnc1	?	12%	-1%

No.	Sm TGR block	Tb PYK inh	Pf growth 48h
61	5%	-2%	-2%
62	nt	2%	33%[activator]
63	-22%	nt	-17%
64	0%	1%	15%
65	-3%	-19%	0%
66	1%	1%	?
